Source: PubChem
PLCb3 inh: PLC-beta3 (human) inhibition, primary screen | AID 720704 | Purified PLC-beta3, fluorogenic substrate, fluorescence | inhibition, % at 12.2 µM | 370,000 tested, 0.18% active | Q01970; in the data active means inhibition above about 11%;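 further: 0% = median of compound wells on plate and 100% = full blocker control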
Target sequence (Q01970 whole entry, looked up): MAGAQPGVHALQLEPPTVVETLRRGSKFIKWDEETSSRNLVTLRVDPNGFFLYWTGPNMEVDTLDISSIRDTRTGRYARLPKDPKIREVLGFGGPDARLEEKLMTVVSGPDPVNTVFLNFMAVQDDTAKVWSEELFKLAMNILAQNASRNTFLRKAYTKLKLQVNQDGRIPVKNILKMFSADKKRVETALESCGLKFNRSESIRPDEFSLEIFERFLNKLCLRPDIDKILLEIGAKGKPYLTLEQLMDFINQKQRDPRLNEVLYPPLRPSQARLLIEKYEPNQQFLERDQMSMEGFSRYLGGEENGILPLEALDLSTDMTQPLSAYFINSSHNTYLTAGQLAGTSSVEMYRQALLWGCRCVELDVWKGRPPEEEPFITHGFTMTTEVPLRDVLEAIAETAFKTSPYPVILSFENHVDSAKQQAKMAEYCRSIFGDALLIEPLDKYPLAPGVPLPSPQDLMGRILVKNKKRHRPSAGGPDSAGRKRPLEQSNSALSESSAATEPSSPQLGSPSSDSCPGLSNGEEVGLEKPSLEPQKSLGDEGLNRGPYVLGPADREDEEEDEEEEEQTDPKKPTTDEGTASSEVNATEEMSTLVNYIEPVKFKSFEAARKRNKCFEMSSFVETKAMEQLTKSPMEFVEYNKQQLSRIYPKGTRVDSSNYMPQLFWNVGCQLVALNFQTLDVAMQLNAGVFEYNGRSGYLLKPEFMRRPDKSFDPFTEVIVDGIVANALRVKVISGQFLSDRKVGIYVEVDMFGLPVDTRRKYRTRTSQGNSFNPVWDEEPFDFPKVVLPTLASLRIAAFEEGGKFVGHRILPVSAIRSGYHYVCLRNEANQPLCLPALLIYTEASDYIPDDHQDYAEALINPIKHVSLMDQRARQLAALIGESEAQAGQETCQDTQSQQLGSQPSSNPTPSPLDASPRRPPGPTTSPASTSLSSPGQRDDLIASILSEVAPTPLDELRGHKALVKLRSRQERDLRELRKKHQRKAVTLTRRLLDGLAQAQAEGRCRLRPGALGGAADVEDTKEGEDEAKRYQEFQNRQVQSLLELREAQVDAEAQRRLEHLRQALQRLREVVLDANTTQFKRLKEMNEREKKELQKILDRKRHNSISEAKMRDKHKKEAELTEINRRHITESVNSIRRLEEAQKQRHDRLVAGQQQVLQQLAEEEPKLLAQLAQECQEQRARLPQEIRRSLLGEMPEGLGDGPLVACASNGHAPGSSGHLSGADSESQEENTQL
DDE Tn7 FP inh: inhibitors of Tn7 peptide binding to human fibrin DD(E) | 370,000 tested, 0.13% active | P02675 | FP displacement of FITC-Tn7 peptide from fibrin DD(E); 0% = median of compound wells per plate | AID 720508 | inhibition, % at 8.3 µM;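 active means inhibition above the mean of compounds falling within the control limits plus 3 SD of them, cut at about 14% in these data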;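 further: 0% = plate median of compound wells and 100% = 10 µM Aha-Tn7 peptide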
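System: human fibrin DD(E); quantity: Fibrin-DD(E) at 2 µM final; also added: fluorescent Tn7 probe at 0.1 µM; compound dosing: single nominal test concentration of 8.3 µM per compound; schedule: 10 min preincubation, 3 h with tracer, room temperature; detection: fluorescence polarization of the labelled Tn7 tracer; repeats: one replicate per compound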
ASAP1 inh: inhibitors of human ASAP1 ArfGAP activity; AID 624377; ASAP1-stimulated ARF1 GTP hydrolysis, GDP FP detection; Q9ULH1; 360,000 tested, 0.19% active; inhibition, % at 16.5 µM; in the data active means inhibition above about 25%;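 further: 0% = vehicle with enzyme and substrate and 100% = no enzyme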
Tn6 DDE FP: disrupts Tn6 cyclic peptide binding to fibrin D-Dimer-E complex; P02675; Fibrin DD(E) TRITC-Tn6 fluorescence polarization displacement; inhibition, % at 8.3 µM; 370,000 tested, 0.21% active;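 active means inhibition above a per-campaign cutoff: mean of compounds within control limits plus 3 SD, cut at about 15% in these data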;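 further: 0% = median of all compound wells on the plate and 100% = blocking peptide control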
NR1D1 modulator: Rev-erb alpha (human) modulation; P20393; Rev-erbα–FITC-DNA binding, fluorescence polarization, 90 min; activity, % at 10 µM; 370,000 tested, 0.79% active; AID 1259318;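 active means activity above about 14%, limit read from the data; passing the limit was not always enough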;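 further: 0% = DMSO wells with 35 nM protein and 100% = DMSO wells with 750 nM protein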
UHRF1 binding: UHRF1 methyl-DNA binding inhibition; UHRF1 binding to methylated oligo, TR-FRET; inhibition, % at 4.4 µM; AID 687016; 370,000 tested, 0.75% active; in the data active means inhibition above about 21%;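 further: UHRF1 SRA domain binding a hemimethylated CpG hairpin DNA probe; 0% = median of test compound wells and 100% = reference inhibitor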
HGIII-sPLA2 inh: Blocks human group III sPLA2 activity | Q9NZ20 | QFRET BODIPY PC-A2 liposome hydrolysis, fluorescence | inhibition, % at 12.2 µM | 370,000 tested, 0.56% active | AID 743126;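 active means inhibition above mean plus 3 SD of compounds lying within the high and low control bounds, cut at about 19% in these data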;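 further: 0% = median of test compound wells and 100% = no enzyme DMSO wells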
ARFGAP1 inh: rat ARFGAP1 inhibition; Q62848; Arfgap1-stimulated ARF1 GTP hydrolysis, GDP FP detection; inhibition, % at 16.5 µM; 360,000 tested, 0.26% active; AID 651572;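 active means inhibition above a per-plate limit, mean inhibition of low control wells plus 3 SD, cut at about 25% in these data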;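 further: 0% = DMSO wells with enzyme and 100% = wells lacking Arfgap1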
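Material – truncated rat Arfgap1 GAP domain · Buffer or medium – HEPES-based buffer, pH 7.5 · Reagent – human ARF1(Δ1-17)-GTP substrate · Dosing – 16.5 µM single point, 1.26% DMSO · Schedule – GTP hydrolysis reaction 2 h at 25 °C · Technique – GDP detection by fluorescence polarization · Benchmarks – No-Arfgap1 wells (100%) versus DMSO full-reaction wells (0%) · Repeats – single replicate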
proKLK7 act: proKLK7 (human) activation, primary screen | AID 652039 | 370,000 tested, 0.9% active | activation, % at 7 µM | purified proKLK7, EDANS-DABCYL substrate fluorescence; 100% is mature enzyme control, 0% vehicle | P49862;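 active means activation above the mean of all tested compounds plus 3 SD, computed per campaign excluding outliers beyond control limits, cut at about 13% in these data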
PLCg1 inh: PLC-gamma1 (human) inhibition, primary screen | AID 720700 | inhibition, % at 12.2 µM | purified PLC-gamma1, fluorogenic substrate, fluorescence | 370,000 tested, 0.84% active; in the data active means inhibition above about 9.5%
Numbers without * were called inactive.

How did Cc1nc2sc(C(c3ccc(F)cc3)N3CCOCC3)c(O)n2n1 (stereo not drawn) do in these assays?
PLCb3 inh: -39; DDE Tn7 FP inh: -7; ASAP1 inh: 5; Tn6 DDE FP: -2; NR1D1 modulator: -3; UHRF1 binding: 1; HGIII-sPLA2 inh: -1; ARFGAP1 inh: -7; proKLK7 act: -0.4; PLCg1 inh: -4

Results for COC(=O)[C@H](CCSC)NC(=O)NCc1cccs1 ?
PLCb3 inh: 7; DDE Tn7 FP inh: 2; ASAP1 inh: 0; Tn6 DDE FP: 2; NR1D1 modulator: -2; UHRF1 binding: -2; HGIII-sPLA2 inh: 4; ARFGAP1 inh: -2; proKLK7 act: -0.7; PLCg1 inh: 3

What do the screens show for `Cc1cc(NC(=O)c2ccco2)sc1C`?
PLCb3 inh: -5; DDE Tn7 FP inh: 2; ASAP1 inh: 11; Tn6 DDE FP: 8; NR1D1 modulator: -8; UHRF1 binding: 0; HGIII-sPLA2 inh: 10; ARFGAP1 inh: -10; proKLK7 act: 0.8; PLCg1 inh: -6

Results for O=C1C2C3CCC(C3)C2C(=O)N1Cc1ccccc1 (stereo not drawn) ?
PLCb3 inh: 3; DDE Tn7 FP inh: 1; ASAP1 inh: 6; Tn6 DDE FP: 3; NR1D1 modulator: -1; UHRF1 binding: 3; HGIII-sPLA2 inh: 2; ARFGAP1 inh: 9; proKLK7 act: -0.4; PLCg1 inh: 3

Results for CCC(CC)NC(=O)Nc1ccccc1C ?
PLCb3 inh: 2; DDE Tn7 FP inh: 4; ASAP1 inh: -3; Tn6 DDE FP: 2; NR1D1 modulator: 0; UHRF1 binding: -2; HGIII-sPLA2 inh: -1; ARFGAP1 inh: 2; proKLK7 act: -0.2; PLCg1 inh: 1

What do the screens show for `O=C(NC1CCS(=O)(=O)C1)c1ccc(Br)s1` (stereo not drawn)?
PLCb3 inh: -1; DDE Tn7 FP inh: 1; ASAP1 inh: 2; Tn6 DDE FP: 2; NR1D1 modulator: -2; UHRF1 binding: 0; HGIII-sPLA2 inh: 9; ARFGAP1 inh: 0; proKLK7 act: -0.1; PLCg1 inh: 4

Results for COC(=O)c1cc(S(=O)(=O)Nc2cccc(-c3ccno3)c2)c[nH]1 ?
PLCb3 inh: -2; DDE Tn7 FP inh: 1; ASAP1 inh: 14; Tn6 DDE FP: -3; NR1D1 modulator: -1; UHRF1 binding: 2; HGIII-sPLA2 inh: -11; ARFGAP1 inh: 5; proKLK7 act: -0.3; PLCg1 inh: -1

What do the screens show for `Cc1ccccc1-c1nc(CN2CCC(C(=O)NC3CCCCC3)CC2)c(C)o1`?
PLCb3 inh: 1; DDE Tn7 FP inh: 3; ASAP1 inh: -13; Tn6 DDE FP: -4; NR1D1 modulator: 1; UHRF1 binding: -1; HGIII-sPLA2 inh: -3; ARFGAP1 inh: 5; proKLK7 act: 0.0; PLCg1 inh: 4

Results for COc1cc(C(=O)NCCc2ccc(S(=O)(=O)N3CCCC3)cc2)cc(OC)c1OC ?
PLCb3 inh: -3; DDE Tn7 FP inh: 1; ASAP1 inh: 2; Tn6 DDE FP: 2; NR1D1 modulator: -3; UHRF1 binding: 0; HGIII-sPLA2 inh: 2; ARFGAP1 inh: 15; proKLK7 act: 0.1; PLCg1 inh: 3

Results for FC(F)(F)c1cccc(Cc2noc(CN3CCC(N4CCCCC4)CC3)n2)c1 ?
PLCb3 inh: -8; DDE Tn7 FP inh: -2; ASAP1 inh: 14; Tn6 DDE FP: -6; NR1D1 modulator: -1; UHRF1 binding: 2; HGIII-sPLA2 inh: -3; ARFGAP1 inh: -2; proKLK7 act: 0.1; PLCg1 inh: 2

How did O=C(CC1CCCC1)NCCS(=O)(=O)N1CCN(c2ccc(F)cc2)CC1 do in these assays?
PLCb3 inh: 5; DDE Tn7 FP inh: -6; ASAP1 inh: -6; Tn6 DDE FP: -7; NR1D1 modulator: 0; UHRF1 binding: 1; HGIII-sPLA2 inh: 1; ARFGAP1 inh: 5; proKLK7 act: -0.2; PLCg1 inh: 0

Results for CN1CCN(C(=O)C2CCN(c3ncc(C(F)(F)F)cc3Cl)CC2)CC1 ?
PLCb3 inh: 3; DDE Tn7 FP inh: 4; ASAP1 inh: -5; Tn6 DDE FP: 6; NR1D1 modulator: -6; UHRF1 binding: 0; HGIII-sPLA2 inh: 4; ARFGAP1 inh: -1; proKLK7 act: -0.6; PLCg1 inh: 0

How did COc1ccc(NC(=O)c2ccc(NC(=O)CN3CCN(c4ccc(O)cc4)CC3)cc2)cc1 do in these assays?
PLCb3 inh: -12; DDE Tn7 FP inh: -8; ASAP1 inh: -2; Tn6 DDE FP: -3; NR1D1 modulator: -5; UHRF1 binding: -2; HGIII-sPLA2 inh: 0; ARFGAP1 inh: -2; proKLK7 act: -0.8; PLCg1 inh: 2

What do the screens show for `CC1=C(C(=O)Nc2ccccc2)C(c2ccncc2)C(C#N)=C(SCC(=O)NC2CC2)N1` (stereo not drawn)?
PLCb3 inh: -5; DDE Tn7 FP inh: 4; ASAP1 inh: 5; Tn6 DDE FP: 1; NR1D1 modulator: -1; UHRF1 binding: -1; HGIII-sPLA2 inh: 6; ARFGAP1 inh: -4; proKLK7 act: -0.3; PLCg1 inh: -2

Results for CCCCn1c(SCC(=O)NC2CCCC2)nc2ccccc2c1=O ?
PLCb3 inh: -6; DDE Tn7 FP inh: -6; ASAP1 inh: -8; Tn6 DDE FP: 5; NR1D1 modulator: 14; UHRF1 binding: 0; HGIII-sPLA2 inh: 0; ARFGAP1 inh: -1; proKLK7 act: 0.3; PLCg1 inh: -3

Results for CN(c1ccc(C(=O)COC(=O)C2CC2)cc1)S(C)(=O)=O ?
PLCb3 inh: 4; DDE Tn7 FP inh: 2; ASAP1 inh: 5; Tn6 DDE FP: 1; NR1D1 modulator: 4; UHRF1 binding: 2; HGIII-sPLA2 inh: -3; ARFGAP1 inh: -5; proKLK7 act: 0.2; PLCg1 inh: 0

What do the screens show for `Cc1ccc(SCC(=O)Nc2ccc(S(=O)(=O)Nc3ncccn3)cc2)cc1`?
PLCb3 inh: -6; DDE Tn7 FP inh: -3; ASAP1 inh: -8; Tn6 DDE FP: -12; NR1D1 modulator: -2; UHRF1 binding: 1; HGIII-sPLA2 inh: -12; ARFGAP1 inh: -12; proKLK7 act: 0.1; PLCg1 inh: -4

How did CC(C)[C@H](NC(=O)c1ccc(Cl)cc1)C(=O)Nc1cccc(S(=O)(=O)N2CCOCC2)c1 do in these assays?
PLCb3 inh: 0; DDE Tn7 FP inh: 0; ASAP1 inh: -3; Tn6 DDE FP: -7; NR1D1 modulator: -5; UHRF1 binding: -2; HGIII-sPLA2 inh: -9; ARFGAP1 inh: 0; proKLK7 act: 0.6; PLCg1 inh: 3

What do the screens show for `Cc1ccc(C(=O)N[C@H](C(=O)Nc2ccc(N3CCOCC3)cc2)C(C)C)cc1`?
PLCb3 inh: -8; DDE Tn7 FP inh: -6; ASAP1 inh: -2; Tn6 DDE FP: -7; NR1D1 modulator: -3; UHRF1 binding: 1; HGIII-sPLA2 inh: -5; ARFGAP1 inh: 6; proKLK7 act: 0.1; PLCg1 inh: 1

Results for O=C(NC(=S)Nc1ccc(CN2CCOCC2)cc1)c1cccc(F)c1 ?
PLCb3 inh: -7; DDE Tn7 FP inh: -5; ASAP1 inh: -26; Tn6 DDE FP: 1; NR1D1 modulator: -3; UHRF1 binding: -1; HGIII-sPLA2 inh: 12; ARFGAP1 inh: -2; proKLK7 act: -0.5; PLCg1 inh: -1

A section of the results above:
What do the screens show for `CC1=C(C(=O)Nc2ccccc2)C(c2ccncc2)C(C#N)=C(SCC(=O)NC2CC2)N1` (stereo not drawn)?
PLCb3 inh: -5; DDE Tn7 FP inh: 4; ASAP1 inh: 5; Tn6 DDE FP: 1; NR1D1 modulator: -1; UHRF1 binding: -1; HGIII-sPLA2 inh: 6; ARFGAP1 inh: -4; proKLK7 act: -0.3; PLCg1 inh: -2

Results for CCCCn1c(SCC(=O)NC2CCCC2)nc2ccccc2c1=O ?
PLCb3 inh: -6; DDE Tn7 FP inh: -6; ASAP1 inh: -8; Tn6 DDE FP: 5; NR1D1 modulator: 14; UHRF1 binding: 0; HGIII-sPLA2 inh: 0; ARFGAP1 inh: -1; proKLK7 act: 0.3; PLCg1 inh: -3

Next compounds
How did O=C1c2cccnc2C(Nc2ccc(S(=O)(=O)N3CCCCCC3)cc2)N1Cc1ccccc1 (stereo not drawn) do in these assays?
PLCb3 inh: 1; DDE Tn7 FP inh: 3; ASAP1 inh: 8; Tn6 DDE FP: 1; NR1D1 modulator: 1; UHRF1 binding: -1; HGIII-sPLA2 inh: 0; ARFGAP1 inh: 10; proKLK7 act: -0.3; PLCg1 inh: 6

How did CCOC(=O)c1c(CS(=O)(=O)c2ccccc2)n(C)c2cc(Br)c(O)c(CN(C)C)c12 do in these assays?
PLCb3 inh: -5; DDE Tn7 FP inh: -2; ASAP1 inh: -2; Tn6 DDE FP: 1; NR1D1 modulator: 1; UHRF1 binding: 0; HGIII-sPLA2 inh: -17; ARFGAP1 inh: -9; proKLK7 act: 0.7; PLCg1 inh: -3

How did Cc1cc(O)c2/c(=N\N)c(-c3csc(C)n3)coc2c1 do in these assays?
PLCb3 inh: -8; DDE Tn7 FP inh: -8; ASAP1 inh: 11; Tn6 DDE FP: 2; NR1D1 modulator: 13; UHRF1 binding: -2; HGIII-sPLA2 inh: -2; ARFGAP1 inh: 4; proKLK7 act: -0.3; PLCg1 inh: 0

How did O=C(Nc1ccccc1Cl)c1ccc(Cl)cc1Cl do in these assays?
PLCb3 inh: -1; DDE Tn7 FP inh: -2; ASAP1 inh: -5; Tn6 DDE FP: 5; NR1D1 modulator: 8; UHRF1 binding: -2; HGIII-sPLA2 inh: 0; ARFGAP1 inh: 1; proKLK7 act: -0.3; PLCg1 inh: 1

What do the screens show for `COc1ccccc1NS(=O)(=O)c1ccc(O)cc1`?
PLCb3 inh: 5; DDE Tn7 FP inh: 3; ASAP1 inh: 4; Tn6 DDE FP: -1; NR1D1 modulator: -2; UHRF1 binding: -2; HGIII-sPLA2 inh: -4; ARFGAP1 inh: 8; proKLK7 act: 0.0; PLCg1 inh: 1

How did COc1ccc(CN2CCNC(=O)C2CC(=O)N2CCCCO2)c(OC)c1 (stereo not drawn) do in these assays?
PLCb3 inh: -2; DDE Tn7 FP inh: -3; ASAP1 inh: -1; Tn6 DDE FP: 4; NR1D1 modulator: 1; UHRF1 binding: -1; HGIII-sPLA2 inh: 2; ARFGAP1 inh: 12; proKLK7 act: -0.7; PLCg1 inh: -2
